High-throughput results as filed in PubChem BioAssay.
H9c2 TAG inh: inhibitors of triacylglycerol accumulation; H9c2 cells, Nile Red lipid (TAG) fluorescence; cells loaded with 200 µM oleic acid; inhibition, % at 12.5 µM; 0.66% of 230,000 active;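 active means pattern-corrected inhibition of lipid staining of at least 50% with the nuclear-stain viability signal not falling by more than 50%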;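 further: 0% = DMSO wells and 100% = triacsin C control wells; some results filed as inactive read as strong as hits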
H9c2 TAG inh DAPI viability: recorded beside H9c2 TAG inh, whose call it bears; DAPI nuclei signal change (viability), lower = more cytotoxic, %;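 whole-well DAPI fluorescence read on a plate reader as a viability signal; minus 50 percent equals half of cells still viable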
The depositor's hits bear a star.

Every second line gives: H9c2 TAG inh | H9c2 TAG inh DAPI viability
- CCOCCn1c(SCC(=O)OCc2ccccc2)nc2c1c(=O)[nH]c(=O)n2C
 : 3 | -7
- COc1ccc(N(CC(=O)NCCC2=CCCCC2)S(=O)(=O)c2ccccc2)c(OC)c1
 : -8 | 11
- CCCCn1c(-c2ccccc2)nc2c(=O)n(C)c(=O)[nH]c21
 : 7 | 2
- Cc1ccc(C(=O)NNC(=O)c2ccc3c(c2)OCCO3)cc1
 : 1 | -1
- Cc1ccc(C)c(C(=O)COC(=O)c2n[nH]c3ccccc23)c1
 : -8 | -5
- CCN1CCN(C(c2ccccn2)c2c(NC(=O)c3ccccc3)sc(C)c2C)CC1 (stereo not given)
 : 19 | 7
- O=C(Nc1ccc(F)c(Cl)c1)C1Cc2c(-c3ccc4c(c3)OCO4)ccnc2O1 (stereo not given)
 : -1 | -1
- CCOC(=O)/C=C1/SCC(=O)N1CC(=O)Nc1ccc2c(c1)CCC2
 : -8 | 1
- CCOC(=O)c1ccc(NC(=O)c2ncn3c2C(=O)NC[C@H]3C)cc1
 : 47 | -4
- Cc1cc(C)c2nc(NC(=O)c3cc(C)on3)sc2c1
 : -7 | 19
- CC(=O)c1cccc(NC(=O)N2CCCCCC2)c1
 : 1 | 1
- COc1ccc(NC(=O)CCN2CCN(c3ccccc3F)CC2)c(OC)c1
 : -14 | -1
- Fc1ccc(-c2csc(N3CCOCC3)n2)cc1
 : 3 | 0
- Cc1cc(N/N=C/c2ccncc2)c([N+](=O)[O-])cc1[N+](=O)[O-]
 : 17 | -9
- O=C1CC(NS(=O)(=O)c2cccs2)CN1c1cccc(F)c1 (stereo not given)
 : -7 | 4
- COc1cccc(OCCNc2ccc([N+](=O)[O-])cn2)c1
 : -11 | 6
- COc1ccc(Oc2c(Cl)cnn(-c3ccc(Cl)c(Cl)c3)c2=O)cc1
 : 17 | -1
- CC(=O)c1ccc(OC(=O)CCc2ccccc2)cc1
 : 4 | 1
- NC(=O)c1ccc(SCC(=O)OCC(=O)N2CCCCC2)c([N+](=O)[O-])c1
 : 8 | 3
- COC(=O)c1c(C)[nH]c(C(=O)COC(=O)c2c(C)noc2C)c1C
 : 10 | -9
- COc1ccccc1NC(=O)C1=C(C)Nc2nc(CCCO)nn2C1c1cccnc1 (stereo not given)
 : 5 | 9
- O=C(COC(=O)c1ccc2ncsc2c1)Nc1cc([N+](=O)[O-])ccc1Cl
 : 8 | -5
- Cc1cccc(NC(=O)CCNC(=O)c2ccco2)c1C
 : 9 | -5
- CCN(CC)S(=O)(=O)c1ccc(Cl)c(NC(=O)CSc2cccc[n+]2[O-])c1
 : -2 | 1
- CCCC1CC(CCc2ccccc2)OS(=O)(=O)N1 (stereo not given)
 : -55 | -7
- Cc1cc(C)n2nc(CCCO)nc2n1
 : 2 | 6
- CCO/C(C)=C1/SC(=S)NC1=O
 : 9 | -6
- COc1ccc(NC(=O)CN(C)C(=O)c2ccc(N3CCCCC3)c([N+](=O)[O-])c2)cc1
 : 5 | -3
- Cc1onc(CO)c1C(=O)Nc1nccs1
 : 13 | 3
- CC(=O)c1ccc(N2CCN(C(=O)Nc3ccc(F)cc3)CC2)cc1
 : -7 | -6
- CCOC(=O)COn1c(=O)c(-c2ccco2)[n+]([O-])c2ccccc21
 : 1 | 0
- COc1ccc(CCNC(=O)Cc2cc(OCc3ccccc3)c(OC)cc2[N+](=O)[O-])cc1OC
 : 63* | -27*
- COc1ccccc1/C=C/CN1CCC(Oc2ccc(C(=O)N3CCCCC3)cc2)CC1
 : 16 | -3
- O=C(O)Cc1ccc(C(=O)CSc2ccccc2)s1
 : -10 | -9
- COc1ccc2c(C(=O)CN3CCSCC3)c[nH]c2c1
 : -8 | 5
- COC(=O)c1ccsc1NC(=O)CN1C(=O)CCC1=O
 : 0 | 6
- CCOC(=O)CSc1nc(N)c(C#N)c(-c2ccc(OC)cc2)c1C#N
 : 17 | -5
- O=CNC(n1cnc2c(N3CCOCC3)ncnc21)C(Cl)(Cl)Cl (stereo not given)
 : -5 | 5
- CNc1snc(C)c1C(=O)OC(C)C(=O)Nc1ccc(F)cc1 (stereo not given)
 : 4 | -8
- CCN(CC)C(=O)c1[nH]cnc1C(=O)Nc1cccc(Cl)c1
 : -12 | 1

6 compounds picked at random from the list so far:
Every second line gives: H9c2 TAG inh | H9c2 TAG inh DAPI viability
- CCOCCn1c(SCC(=O)OCc2ccccc2)nc2c1c(=O)[nH]c(=O)n2C
 : 3 | -7
- CCOC(=O)COn1c(=O)c(-c2ccco2)[n+]([O-])c2ccccc21
 : 1 | 0
- COc1ccc(CCNC(=O)Cc2cc(OCc3ccccc3)c(OC)cc2[N+](=O)[O-])cc1OC
 : 63* | -27*
- CCN(CC)S(=O)(=O)c1ccc(Cl)c(NC(=O)CSc2cccc[n+]2[O-])c1
 : -2 | 1
- O=C(O)Cc1ccc(C(=O)CSc2ccccc2)s1
 : -10 | -9
- Cc1cc(C)n2nc(CCCO)nc2n1
 : 2 | 6

Continued.
Every second line gives: H9c2 TAG inh | H9c2 TAG inh DAPI viability
- COc1ccccc1OCc1csc(NC(=O)c2ccco2)n1
 : 0 | 3
- O=C(COc1ccc(Cl)cc1Cl)NC1CC1
 : -15 | -7
- CC1(C(=O)N2Cc3ccccc3C2)CCN1C(=O)C1(c2ccccc2)CC1 (stereo not given)
 : -17 | 0
- CCC(=O)N(c1nnc(SCC(=O)Nc2ccc(N3CCOCC3)cc2)s1)C1CC1
 : 10 | 0
- CCC(C)(C)n1nnnc1C(c1ccccc1)N1CCN(Cc2ccccc2)CC1 (stereo not given)
 : 1 | 9
- COc1ccccc1C(=O)N(Cc1ccco1)C1CCS(=O)(=O)C1 (stereo not given)
 : -2 | 5
- O=C(CNC(=O)c1ccc(Br)o1)NCCc1ccc(F)cc1
 : 6 | -4
- CCCCN1C(=O)C(CC(=O)NCCCCc2ccccc2)CC(C(=O)N(C(C)C)C(C)C)=C1C (stereo not given)
 : 7 | 3
- CCC(C(=O)Nc1nccs1)c1ccccc1 (stereo not given)
 : -20 | 6
- Cc1nc(-c2ccccc2)sc1C(=O)/C=C/c1ccccc1
 : -17 | 2
- Cc1cc(Br)ccc1OCc1nnc(-c2ccccc2)o1
 : 2 | -5
- COc1ccc(OC)c(-c2cc(C(=O)Nc3ccccc3C(N)=O)c3ccccc3n2)c1
 : -15 | 9
- Cc1ccc(C)c(S(=O)(=O)Nc2ccc(C(=O)NCCc3ccccn3)cc2)c1
 : 2 | 2
- CC(=O)O/N=C/c1c(Cl)n(C)c2ccccc12
 : 0 | -6
- Cc1ccc(N2CCN(/N=C/c3ccccc3)CC2)cc1
 : -21 | 8
- COc1ccccc1CNC(=O)/C=C/c1cc2c(cc1Br)OCO2
 : -17 | 9
- COC(=O)CSC1=C(C#N)C(c2ccsc2)CC(=O)N1 (stereo not given)
 : -1 | 0
- CC1CCCN(C(=S)NC2CCCC2)C1 (stereo not given)
 : -5 | 12
- COC(=O)c1sccc1NC(=O)C1CC2CCC1C2 (stereo not given)
 : 14 | -9
- O=C1COc2ccc(-c3csc(NCC4CCCO4)n3)cc2N1 (stereo not given)
 : -3 | -4
- CC(=O)Nc1ccc(NC(=O)Nc2ccccc2C)cc1
 : -9 | 3
- COc1cc(CC(=O)NNC(=O)c2cccs2)cc(OC)c1OC
 : -12 | 10
- CCn1c(C)nc2cc(C(=O)NNC(=S)Nc3ccc(Cl)cc3)ccc21
 : 5 | 1
- CN1OC[C@@H]2CN[C@H](c3ccc(-c4ccc(C#N)cc4)cc3)C[C@@H]21
 : 17 | -9
- O=C1CC(c2cc(F)ccc2F)c2cc3c(cc2N1)CCC3 (stereo not given)
 : -15 | -12
- Cn1c(=O)c2cc(NC(=S)NC3CCCCC3)ccc2n1Cc1ccc(Cl)cc1
 : -9 | 28
- O=C(COC(=O)c1ccccc1NC(=O)c1ccco1)NCc1ccc2c(c1)OCO2
 : 3 | -2
- O=C(C1=C(c2ccccc2)C(=O)c2ccccc2C1=O)c1ccccc1
 : -27 | 8
- Cc1ccc(S(=O)(=O)/C(C#N)=C/c2ccccc2OCc2ccccc2)cc1
 : -7 | -5
- N#CCC(=O)NCC1(c2ccccc2)CCCC1
 : 0 | 1
- CCSc1nnc(CCNC(=O)OC(C)(C)C)o1
 : -4 | -4
- COc1ccc(COc2cc(-c3cccc(OC)c3)nc3ccc(NC(=O)c4ccc(N(C)C)cc4)cc23)cc1
 : 38 | 37
- CC1=C(C(N)=O)C(c2ccc(C)o2)C(C(N)=O)=C(C)N1
 : -3 | 4
- CCN(CC)C(=O)CN1C(=O)C2(OCC(C)(C)CO2)c2ccccc21
 : -3 | 3
- O=C(O)C[C@H]1c2cc(F)ccc2S(=O)(=O)N1C1CCCC1
 : -10 | -1
- Cc1ccc(C)c(NC(=O)COC(=O)CNC(=O)c2ccccc2Cl)c1
 : -6 | -6
- CCOCCCNC(=O)Cc1ccc(OC)c(OC)c1
 : 7 | 4
- CC1(C(=O)Nc2cccc3cccnc23)CCN1Cc1cccc2c1OCO2 (stereo not given)
 : 7 | -3
- O=C(CCN1CCN(c2ccccc2)CC1)N/N=C/c1ccccc1O
 : -5 | -8
- O=c1ccn([C@@H]2O[C@H](CNS(=O)(=O)C3CC3)[C@@H](O)[C@H]2O)c(=O)[nH]1
 : 4 | -1
- CC(C)C1C(=O)N(Cc2cn(CC3CCCCC3)nn2)CCS(=O)(=O)N1Cc1ccc(-c2ccc(Cl)cc2)cc1 (stereo not given)
 : 23 | -2
- Cc1nn(C(=O)c2ccoc2C)c(N)c1-c1ccccc1
 : 8 | -1
- COc1ccc(C(=O)NCC(c2cccnc2)N2CCN(c3ccccc3)CC2)cc1OC (stereo not given)
 : 4 | -11
- CC(C)N1CCC(N2CCN(C/C=C/c3ccccc3)CC2CCO)CC1 (stereo not given)
 : -9 | 23
- CCOC(=O)N1CCN(C(=O)c2ccccc2N(Cc2ccccc2)S(=O)(=O)c2ccc(OC)cc2)CC1
 : 53* | -41*
- C=CCn1c(COc2ccccc2)nnc1SCC(=O)O
 : -4 | -6
- CC(=O)Nc1ccc(S(=O)(=O)NCC(=O)OCC(=O)NNC(=O)c2ccccc2)cc1
 : -3 | 2
- C/C(=N\NC(=O)CSCc1ccc(Cl)cc1)c1ccc2c(c1)OCCO2
 : -11 | -2
- O=C(COC(=O)C1CCN(c2ccc(C(F)(F)F)cn2)CC1)c1ccc(Cl)cc1
 : -32 | 12
- O=C(CCNS(=O)(=O)c1ccccc1Cl)N1CCN(c2ccccn2)CC1
 : -32 | -12
- CCn1c(CSc2nnc(-c3ccncc3)n2CCOC)nc2cc(C(=O)O)ccc21
 : 2 | -13
- Cc1nnc(-c2ccccc2)c(=O)n1/N=C/c1c(O)ccc2ccccc12
 : 2 | 4
- Cc1n[nH]c(=O)nc1N/N=C/c1ccco1
 : 5 | -2
- Cc1noc(C)c1NC(=O)N(C)C[C@H]1Oc2c(NS(=O)(=O)c3cccs3)cccc2C(=O)N([C@H](C)CO)C[C@@H]1C
 : 2 | -7
- O=C(COc1ccc(Cl)cc1)NC(=S)Nc1ccccc1N1CCOCC1
 : 2 | 6
- Cn1c(=O)oc2cc(S(=O)(=O)N3CCC(C(=O)NCc4ccc(F)cc4)CC3)ccc21
 : -4 | 1
- Cc1nnc(SCC(=O)NCc2ccco2)n1-c1ccc(F)cc1
 : -5 | 5
- CN1/C(=C/C=C(C#N)C#N)C=Cc2ccccc21
 : -41 | 2
- CCN1/C(=N\N)c2cccc3cccc1c23
 : 48 | 15
- O=C1NCC(NC(=O)C(F)(F)F)c2cc3c(cc21)OCO3 (stereo not given)
 : 18 | 3

Further compounds.
Every second line gives: H9c2 TAG inh | H9c2 TAG inh DAPI viability
- Cc1ccc(C2=NNC(C(O)C(O)C(O)C(C)O)S2)cc1 (stereo not given)
 : -12 | -2
- CC(C)NC(=O)COC(=O)c1ccccc1C(=O)c1ccccc1
 : 6 | -11
- Cc1ccc(-c2[nH]c3ccccc3c2SCCNC(=O)c2cc3ccccc3oc2=O)cc1
 : 4 | -4
- C=CCNc1nc2c(c(=O)[nH]c(=O)n2C)n1CC(O)COc1ccc2ccccc2c1 (stereo not given)
 : -8 | 17
- CCOc1ccc(CCNC(=O)c2[nH]c(C)c(C(C)=O)c2CC)cc1OCC
 : -3 | -3
- Cc1ccc(S(=O)(=O)NC2OC(=O)C(Cl)=C2Cl)cc1 (stereo not given)
 : -11 | 9
- COc1ccc(C(=O)NNC(=O)CSc2nnc(-c3ccc(O)cc3)n2C)cc1
 : -9 | 6
- Cc1cc(NC(=O)CSc2ncn(-c3ccccc3)n2)no1
 : -17 | -4
- NS(=O)(=O)c1ccc(CCNC(=S)Nc2ccccc2)cc1
 : 6 | 5
- COc1ccc(N(C)C(=O)c2ccc3snnc3c2)cc1
 : 14 | -8
- C/C(=N\OC(=O)c1c(-c2c(F)cccc2Cl)noc1C)c1nccs1
 : 8 | 1
- CC(=O)N(c1cccc(C(F)(F)F)c1)c1nc(/C=C/C(=O)O)cs1
 : -6 | 2
- C[C@H](CO)N1C[C@H](C)[C@@H](CN(C)S(=O)(=O)c2ccc(F)cc2)Oc2ccc(NC(=O)Nc3ccc4c(c3)OCO4)cc2C1=O
 : 7 | -4
- CSc1nnc(C)c(=O)n1COC(=O)COc1ccc(Cl)cc1Cl
 : -7 | -2
- N#CCCn1c(SCC(=O)Nc2ccc(N3CCOCC3)cc2)nc2ccccc21
 : 8 | -4
- C=CCC[C@@H](Cc1ccc(F)cc1)C(=O)OC[C@@H](NC(=O)[C@@H](CC=C)CC(=O)N(CCO)Cc1ccccc1)c1ccccc1
 : 48 | -10
- CC(C)Cn1c(SCC(=O)NCCCN2CCCC2=O)nc2ccccc21
 : -2 | 4
- O=C1N(CC(=O)N2CCc3ccccc32)CCN1Cc1ccc(Cl)cc1
 : -4 | -2
- CC(=O)c1cccc(NC(=O)c2cc(Cl)sc2Cl)c1
 : 0 | 0
- O=C(/C=C/c1ccco1)Nc1cccnc1Cl
 : -1 | -10
- COc1ccc(-c2noc(C3CCCN(C(=O)Nc4ccccc4)C3)n2)cc1 (stereo not given)
 : -2 | 5
- Cc1ccccc1NC(=O)Nc1ccc2c(c1)CCC2
 : 19 | -5
- COc1cc2c(cc1OC)CN(C1CCC(C(C)(C)C)CC1)CC2 (stereo not given)
 : -1 | 12

Not all compounds are listed (hit frequency here may not be typical).
